MBNL1 CUG block: MBNL1-poly(CUG) RNA binding inhibition | 280,000 compounds, 0.036% hits | Potency, µM (doses to about 57.5 µM), without a hit: at the highest dose activity change, negative = inhibition, most hits filed as inhibitors | Q9NR56 | TR-FRET MBNL1-His/biotin-(CUG)12 binding, 665/545 ratio; active means well fitted inhibition curve with a large enough effect in the signal ratio, with a control signal flat, not every such curve was filed as active; inconclusive means small, poorly fitted or top-dose-only effect, or effect the other way, or a change in a side signal; inactive means no such curve, though single readings can be large or run the other way; the % refers to the signal ratio; further: potency means the concentration at half of the fitted maximal effect; on the % scale 0 is the no-effect control and ±100 the full control effect
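MBNL1-His + Biotin-(CUG)12, cpd titration 92 nM–58 uM; Tb anti-His Ab 0.055 ng/ul, SA-XL665 5 nM (final); 60 min RT; ratiometric 665/545 nm, Ex 340 nm; normalized to buffer and full-complex controls.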
Eya2 phos inh: inhibitors of human Eya2 phosphatase activity | recombinant Eya2, OMFP fluorescence dephosphorylation (OMFP is methylfluorescein phosphate) | O00167 | Potency, µM (titrated, usually from 76.9 µM), for inactives: top-dose activity, negative = inhibition, most hits filed as inhibitors | 330,000 compounds, 0.006% hits; further: potency means the concentration at half of the fitted maximal effect; on the % scale 0 is the no-effect control and ±100 the full control effect
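Eya2 protein (added as 0.2 uM solution) was preincubated with compound for 10 min at ambient temperature in 50 mM HEPES pH 7.5, 50 mM NaCl, 5 uM MgCl2, 0.05% BSA, 1 mM DTT. OMFP (added at 50 uM) then reacted 10 min; fluorescence read at 485/525 nm.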
GALK inh: blocks human galactokinase activity. P51570. Purified GALK, Kinase-Glo residual ATP luminescence. Potency, µM (titrated, usually from 57.5 µM), for the others: top-dose activity change, negative = inhibition, actives largely listed as inhibitors. 270,000 compounds, 0.007% hits; further: potency means the concentration at half of the fitted maximal effect; on the % scale 0 is the no-effect control and ±100 the full control effect
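Luminescence from leftover ATP (Ultra-Glo luciferase/luciferin) served as read-out after a 1 h room-temperature reaction of 5 nM GALK with 35 uM ATP and 100 uM galactose.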
Menin MLL FP TR: inhibitors of human menin-MLL interaction, mutant MLL peptide. Menin + Texas Red MLL mutant peptide, fluorescence polarization. Potency, µM (series often up to 61.6 µM), inactives show at the top dose FP activity change, negative = inhibition, hits mostly inhibitors. 270,000 compounds, 0.23% hits; active means well fitted inhibition curve with a large enough effect in the polarisation, with a control signal flat, not every such curve was filed as active; inconclusive means small, poorly fitted or top-dose-only effect, or effect the other way, or a change in a side signal; inactive means no such curve, though single readings can be large or run the other way; the % refers to the polarisation; further: potency means the concentration at half of the fitted maximal effect; % of control where 0% means no effect; many of its hits are not listed in these tables
hERG WT inh: blocks the wildtype human KCNH2 potassium channel. U2OS, BacMam KCNH2, thallium flux FluxOr; hits give low values. 340,000 compounds, 0.37% hits. activity change, % at 1.84 µM;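 active means maximum activity change below -70%; inconclusive means maximum activity change between -70% and -50%; inactive means maximum activity change above -50%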; further: on the % scale 0 is the no-effect control and ±100 the full control effect
Target sequence (Q12809 whole entry, looked up): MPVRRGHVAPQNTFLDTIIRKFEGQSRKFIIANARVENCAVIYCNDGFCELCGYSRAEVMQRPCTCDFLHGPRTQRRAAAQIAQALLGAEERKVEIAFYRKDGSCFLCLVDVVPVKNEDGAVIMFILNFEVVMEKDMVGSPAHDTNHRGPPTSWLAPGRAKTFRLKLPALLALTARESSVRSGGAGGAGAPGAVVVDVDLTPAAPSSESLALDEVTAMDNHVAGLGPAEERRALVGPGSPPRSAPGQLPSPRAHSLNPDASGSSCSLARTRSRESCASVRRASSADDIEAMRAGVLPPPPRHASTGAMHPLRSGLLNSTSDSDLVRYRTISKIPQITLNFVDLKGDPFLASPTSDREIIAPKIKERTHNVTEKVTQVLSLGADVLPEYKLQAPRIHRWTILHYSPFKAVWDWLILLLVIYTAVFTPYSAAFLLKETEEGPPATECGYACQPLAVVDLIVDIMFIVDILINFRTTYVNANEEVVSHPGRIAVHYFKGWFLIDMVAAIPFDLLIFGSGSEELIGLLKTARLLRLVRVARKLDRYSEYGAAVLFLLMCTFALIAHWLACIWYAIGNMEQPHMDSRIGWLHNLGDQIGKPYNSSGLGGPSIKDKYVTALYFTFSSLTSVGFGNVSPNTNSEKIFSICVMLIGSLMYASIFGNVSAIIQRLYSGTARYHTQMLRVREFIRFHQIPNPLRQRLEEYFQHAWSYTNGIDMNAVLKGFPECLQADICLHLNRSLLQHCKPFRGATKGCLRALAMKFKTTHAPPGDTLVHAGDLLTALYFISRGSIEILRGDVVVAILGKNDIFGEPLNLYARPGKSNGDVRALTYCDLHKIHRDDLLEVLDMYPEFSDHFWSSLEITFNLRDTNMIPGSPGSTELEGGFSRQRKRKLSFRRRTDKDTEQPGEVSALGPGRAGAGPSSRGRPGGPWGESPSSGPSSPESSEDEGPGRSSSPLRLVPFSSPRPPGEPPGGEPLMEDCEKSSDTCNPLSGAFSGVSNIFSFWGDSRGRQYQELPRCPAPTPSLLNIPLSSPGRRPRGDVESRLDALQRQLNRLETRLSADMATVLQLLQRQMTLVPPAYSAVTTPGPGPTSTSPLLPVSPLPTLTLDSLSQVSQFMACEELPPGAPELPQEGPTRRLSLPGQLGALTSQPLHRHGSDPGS
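U2OS cells were transduced with wild-type KCNH2 virus (2.03 x 10^8 / mL) for 4 h at room temperature, then cultured overnight at 37 C. Thallium flux was read with FluxOr dye. Rate constants were normalized to DMSO controls.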
Mito fusion act: blocks mitochondrial division or promotes mitochondrial fusion | 320,000 compounds, 0.23% hits | S. cerevisiae fusion-defective mutant growth rescue, CellTiterGlo 48 h | AID 485298 | Potency, µM (series often up to 46.1 µM), inactives show top-dose growth rescue (activation), most hits filed as activators;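 further: potency means the concentration at half of the fitted maximal effect; % of control where 0% means no effect; nearly all actives have a fitted effect of over 45% in size; temperature-sensitive fusion mutants such as fzo1-1 at 37 °C on non-fermentable ethanol glycerol medium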
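Temperature-sensitive fusion-defective S. cerevisiae (e.g. fzo1-1, mgm1-5) were grown with compound in YPEG medium (3% ethanol, 3% glycerol) for 48 hours at 37C. Growth rescue was measured as viability by CellTiterGlo luminescence after 10 minutes at ambient.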
ASM inhibitor: human S-ASM enzyme inhibition; P17405; placental ASM, HMU-PC fluorogenic substrate, 60 min; Potency, µM (series often up to 57.5 µM), for inactives: at the highest dose activity change, negative = inhibition, actives largely listed as inhibitors; 340,000 compounds, 0.006% hits; AID 504937; further: potency means the concentration at half of the fitted maximal effect
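Human placenta-derived ASM preincubated with compound 10 min at room temperature, then reacted with 9 uM (final) fluorogenic HMU-PC substrate for 60 min at 37 C. Stop solution raises pH to 10; fluorescence read at Ex 386/Em 447 nm.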
BCR signal inh: chronic active BCR signaling inhibition. ABC-DLBCL IkBa-CBG/CBR reporter, luminescence ratio, 4 h. Potency, µM (highest dose often 46.1 µM), for inactives: at the highest dose ratio change, negative = lower green/red ratio, actives largely listed as inhibitors. 340,000 compounds, 0.05% hits. AID 493014; active means well fitted inhibition curve with a large enough effect in the signal ratio, with a control signal flat, not every such curve was filed as active; inconclusive means small, poorly fitted or top-dose-only effect, or effect the other way, or a change in a side signal; the % refers to the signal ratio;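 further: potency means the concentration at half of the fitted maximal effect; plate controls were basal doxycycline-induced cells for no effect and cells given 10 µM MG132 for full effect; MG132 reads +100%, hits lower the ratio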
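Concentration-response series (up to 46 uM) were applied to TMD8 dual-reporter cells for 4 h at 37C with doxycycline. Green/red ratio, after filter-overlap correction, defined %Activity; red signal alone was normalised to basal cells and zero luminescence.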
PKM2 activator: increases activity of human pyruvate kinase M2 | purified PKM2, Kinase-Glo ATP luminescence, activation; response scale: 0% is enzyme alone, no compound | P14618 | Potency, µM (doses to about 57.5 µM), for inactives: at the highest dose activation, actives largely listed as activators | 260,000 compounds, 0.34% hits; further: potency means the concentration at half of the fitted maximal effect; on the % scale 0 is the no-effect control and ±100 the full control effect; nearly all actives have a fitted effect of over 55% in size
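ATP formation by purified human PK-M2, quantified via coupled luciferase luminescence after 1 h at room temperature with 0.1 mM ADP and 0.5 mM PEP final.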
USP2a inh: blocks human ubiquitin-specific protease USP2a; USP2 core, Ub-CHOP2 coupled fluorogenic reporter, 485/531; O75604; 330,000 compounds, 0.01% hits; Potency, µM (highest dose often 38.3 µM), inactives show top-dose activity change, negative = inhibition, most hits filed as inhibitors;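 further: potency means the concentration at half of the fitted maximal effect; plate controls were DMSO wells for no effect and full inhibition by NEM control for full effect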
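Cell-free coupled assay: 10nM USP2 core preincubated 30min RT with compound in Tris-HCl pH 8.0/CaCl2/CHAPS buffer, then 25nM Ub-CHOP2 and 25nM reporter substrate; fluorescence (Ex 485/Em 531) read after 60min RT, normalized to NEM inhibition, concentration-response curves fitted.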
TSHR antagonist: antagonists of human thyroid stimulating hormone receptor | 330,000 compounds, 0.2% hits | activity change, negative = inhibition, % at 11.5 µM | TSHR-expressing cells, TSH-stimulated cAMP HTRF, 2 h; hits give low values;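 active means activity change below a set negative limit, meaning inhibition stronger than a set level, cut at about -70% in these data; inconclusive means activity change between two set negative limits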; further: on the % scale 0 is the no-effect control and ±100 the full control effect
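Inhibition of cAMP made by TSHR-expressing cells under TSH stimulation (4nM final, EC80; 2 h, 37 deg C) is quantified with a one-step lysis HTRF kit, anti-cAMP cryptate versus cAMP-d2.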
Numbers without * were called inactive; u = inconclusive; x = not tested or not shown; [ ] = remark or other dose. Unless noted, the call rests on the fitted dose curve; in most records, active means well fitted curve in the direction sought with a large enough effect; inconclusive means small, poorly fitted or top-dose-only effect, or another doubt; inactive means no such curve, though single readings can be large; an effect the other way counts as inactive or inconclusive. Not all compounds are listed; count on the stated rates, not on these rows.

SMILES	MBNL1 CUG block	Eya2 phos inh	GALK inh	Menin MLL FP TR	hERG WT inh	Mito fusion act	ASM inhibitor	BCR signal inh	PKM2 activator	USP2a inh	TSHR antagonist
Cc1c(NC(=O)Cn2ccc([N+](=O)[O-])n2)c(=O)n(-c2ccccc2)n1C	17%	-4%	-3%	-8%	9	-7%	1%	-8%	11%	-2%	25
Cc1ccc(CC2SC(=Nc3ccccc3)N(c3ccccc3)C2=O)cc1 (stereo not drawn)	4%	10%	x	1%	13	u	-3%	0%	1%	1%	0
Cc1ccc(N2C(=O)CC(Sc3nccc(C)n3)C2=O)cc1 (stereo not drawn)	-3%	-12%	0%	1%	-6	-17%	-2%	-1%	-1%	0%	41
CC(/C=N/n1c(-c2ccc(C)cc2)n[nH]c1=S)=C\c1ccco1	2%	4%	1%	u	-4	8%	-12%	-13%	0%	2%	-49
CC(C)(C)C(=O)N1CCN(c2nc3ccc(Br)cc3s2)CC1	-2%	6%	1%	x	4	3%	4%	u	x	-2%	-32
O=C(COc1ccccc1F)Nc1nnc(-c2ccncc2)s1	-1%	8%	-1%	0%	-5	0%	22%	10%	7%	1%	-1
COc1ccc(C(=O)OCC(=O)NC(C)CCc2ccccc2)cc1OC (stereo not drawn)	2%	-3%	0%	-4%	-77*	6%	1%	-3%	x	2%	-3
CCOC(=O)N1CCc2c(sc(NC(=O)C3=COCCO3)c2C(N)=O)C1	2%	2%	5%	-14%	8	5%	-4%	2%	-8%	1%	-16
COc1ccc(CC(=O)Nc2cccc(-c3nnc(-c4ccccc4)o3)c2)cc1OC	5%	-8%	0%	u	9	11%	u	u	-9%	1%	-33
CCOc1cc2c(cc1OC)C(NC(=O)c1ccco1)CC2=O (stereo not drawn)	5%	-14%	0%	-17%	-11	3%	2%	-1%	x	5%	3
COCc1cccc(N2C(=O)CC(C3C=C(C)C4C(=O)N(c5cccc(COC)c5)C(=O)C4C3)C2=O)c1 (stereo not drawn)	-4%	u	0%	-15%	-4	-1%	2%	u	-1%	3%	4
Cc1ccc(C)c(NC(=O)CN2C(=O)COc3ccc(S(=O)(=O)N4CCCC4)cc32)c1	3%	-4%	-2%	-1%	2	-2%	0%	7%	x	2%	-6
CCn1cc(C(=O)N2CCN(c3ccc(OC)cc3)CC2)c2cc(OC)c(OC)cc2c1=O	-3%	-8%	-3%	-1%	-5	-3%	4%	-10%	2%	-3%	-6
Cc1ccc(S(=O)(=O)NC(N)=NCCc2ccccc2)cc1C	-14%	4%	3%	-20%	-1	u	2%	0%	9%	2%	2
CCN(CC(=O)Nc1ccccc1C(F)(F)F)C(=O)CSCc1ccc(C)cc1	x	3%	x	x	4	-2%	-3%	-1%	x	0%	7
COc1ccc(Cl)cc1NC(=O)c1nnn(CC(=O)Nc2ccc(OC)c(OC)c2)c1N	-1%	-3%	0%	10%	-26	-6%	3%	4%	x	3%	-6
COc1ccc(C(CNC(=O)Cc2ccc(-c3ccccc3)cc2)N(C)C)cc1 (stereo not drawn)	2%	5%	14%	-16%	17	-9%	4%	0%	1%	3%	1
O=C1CC(N(Cc2ccco2)C(=O)Nc2ccc(F)cc2)C(=O)N1c1ccc(F)cc1 (stereo not drawn)	-8%	10%	0%	u	3	7%	21%	6%	5%	0%	34
CC(CN1CCCCC1)OC(=O)c1cccc(F)c1 (stereo not drawn)	-9%	6%	x	-23%	-15	0%	-3%	u	1%	-2%	-5
O=C(O)CNC(=S)N(Cc1ccco1)Cc1ccccc1Cl	1%	6%	0%	-10%	6	-4%	6%	4%	-17%	0%	2
COc1cc2c(cc1OC)C1O[C@](CCCCN3C(=O)c4ccccc4C3=O)(C2)OC2=C1C(=O)CC(C)(C)C2	11%[11.5 µM]	13%[15.4 µM]	x	32%[activator][11.7 µM]	x	-24%[9.22 µM]	x	u	-23%[11.5 µM]	2%[7.66 µM]	x
O=C(NCC1CCCO1)C1c2ccccc2C(=O)N1Cc1ccc2c(c1)OCO2 (stereo not drawn)	-7%	0%	-1%	-10%	3	-2%	-2%	1%	-3%	2%	1
O=C(COC(=O)c1cc2ccccc2oc1=O)Nc1cccc(S(=O)(=O)N2CCCCCC2)c1	-8%	6%	2%	u	24	-5%	9%	3%	2%	1%	-7
O=C(NNC(=O)C1CCCCC1)c1ccco1	0%	3%	0%	8%	-19	3%	1%	-3%	-2%	2%	2
COc1ccc(NC(=O)C(=O)NCCN2CCN(C(=O)c3cccc(Br)c3)CC2)cc1	2%	1%	-3%	-6%	6	3%	0%	u	-4%	1%	13
c1ccc(CCNC2=NCCS2)cc1	u	-2%	-1%	-2%	3	20%	5%	-4%	1%	0%	-3
Cn1c(C(=O)NC2CCCC2)cc2c(=O)n(C)c3ccccc3c21	-20%	-10%	2%	3%[11.7 µM]	-1	4%	-7%	u	3%	2%	7
Cc1cc([N+](=O)[O-])nn1CC(=O)N1CCN(Cc2ccccc2)CC1	14%	17%	0%	11%	6	-5%	-1%	0%	-1%	-1%	-9
CCOC(=O)c1sc(NC(=O)COC(=O)CNC(=O)C2CCCCC2)c(C(=O)OCC)c1C	-4%	-18%	-1%	-13%	-5	12%	-6%	-11%	4%	-1%	5
OC(COCc1ccccc1)CN1CCCCC1 (stereo not drawn)	-1%	6%	8%	-12%	18	-8%	0%	-16%	x	4%	8
OCCN(Cc1ccccc1)Cc1ccc(Cl)cc1	-10%	-3%	5%	2%	1	2%	6%	-16%	9%	2%	-12
CCOc1ccc(C(=O)Nc2cccc(-c3ccc4nncn4n3)c2)cc1	16%	-6%	5%	-3%	-2	1%	-2%	-3%	1%	0%	-11
Cc1ccc(C(=O)Nc2nccs2)s1	-16%	-4%	2%	17%	x	7%	-2%	u	x	0%	3
COC(=O)c1cccc(NC(=O)CCSc2ccc(Cl)cc2)c1C	5%	12%	3%	-13%	4	0%	2%	u	0%	1%	-2
COC(=O)C(NC(=O)CCC(=O)N[C@@H](C(=O)OC)c1ccccc1)c1ccccc1 (stereo partly drawn)	-27%	-22%	x	-5%	-5	-2%	6%	1%	4%	1%	13
CCn1c(=O)n(CC)c2cc(N3CCCC3)c(NC(=O)c3cc(Cl)ccc3OC)cc21	-2%	6%	8%	-11%	0	24%	-14%	-7%	1%	3%	5
COc1cccc(C2CC(C(F)(F)F)n3ncc(C(=O)Nc4c(C)n(C)n(-c5ccccc5)c4=O)c3N2)c1 (stereo not drawn)	8%	1%	0%	-13%	4	-2%	6%	u	1%	-1%	-11
COCCn1c(SC(C(=O)Nc2cc(C)ccc2OC)c2ccccc2)nnc1-c1ccc(Cl)cc1 (stereo not drawn)	3%	6%	3%	0%	13	19%	4%	u	-1%	1%	8
O=S(=O)(Nc1ncccn1)c1ccc(NC(=S)N2CCN(Cc3ccc(F)cc3Cl)CC2)cc1	0%	-13%	5%	18%	-8	8%	-2%	0%	-5%	1%	-1
CC1=C(C(=O)Nc2ccccc2C)C(c2cccnc2)n2nc(CCCO)nc2N1 (stereo not drawn)	-2%	4%	-2%	14%	1	-2%	3%	-4%	1%	0%	2
CC(C)C(C)NC(=O)COC(=O)C1CCN(S(=O)(=O)c2ccc3c(c2)OCCO3)CC1 (stereo not drawn)	x	14%	x	x	-3	-1%	6%	1%	x	0%	-1
O=C(CN1CCN(Cc2ccc(F)cc2Cl)C1=O)NCCCN1CCOCC1	-3%	-14%	-1%	-29%	20	-3%	4%	-6%	-17%	-1%	-1
Cc1ccc(NC(=O)C2C3C=CC4(O3)C2C(=O)N(CCCN2CCCCC2)C4C(=O)NC2CCCCC2)cc1Cl (stereo not drawn)	-6%	11%	14%	1%	-2	-1%	7%	7%	5%	1%	-11
